Screens (PubChem BioAssay)
BoNT A protease – blocks Botulinum neurotoxin A light chain protease; multiplex microsphere protease substrate cleavage, flow cytometry; inhibition, % at 10 µM; 360,000 compounds, 0.17% hits; AID 588499; in the data active means inhibition above about 30%; inconclusive means no clear call, values can overlap the other calls; further: plate controls were buffer without enzyme for full effect and enzyme alone for no effect
GDH-TPI inh – counter-screen for M. tuberculosis FBA inhibitors: GDH-TPI coupled enzymes; GDH-TPI coupled enzyme counterscreen, NADH absorbance; 360,000 compounds, 1.2% hits; inhibition, % at 4.8 µM;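 further: 0% = DMSO wells and 100% = wells lacking the enzyme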
BoNT-F LC inh – inhibitors of Botulinum neurotoxin F light chain protease; Multiplex microsphere protease cleavage assay, flow cytometry; inhibition, % at 10 µM; 360,000 compounds, 0.22% hits; in the data active means inhibition above about 35%, passing the limit was not always enough; inconclusive means no clear call, values can overlap the other calls; further: plate controls were buffer without enzyme for full effect and enzyme alone for no effect
FBA Mtb inh – inhibits M. tuberculosis FBA enzyme; P9WQA3; purified M. tuberculosis FBA, fluorescence read-out; inhibition, % at 1 µM; 360,000 compounds, 2.3% hits; in the data active means inhibition above about 27%;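 further: 0% = vehicle and 100% = reference inhibitor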
Target sequence (P9WQA3 whole entry, looked up): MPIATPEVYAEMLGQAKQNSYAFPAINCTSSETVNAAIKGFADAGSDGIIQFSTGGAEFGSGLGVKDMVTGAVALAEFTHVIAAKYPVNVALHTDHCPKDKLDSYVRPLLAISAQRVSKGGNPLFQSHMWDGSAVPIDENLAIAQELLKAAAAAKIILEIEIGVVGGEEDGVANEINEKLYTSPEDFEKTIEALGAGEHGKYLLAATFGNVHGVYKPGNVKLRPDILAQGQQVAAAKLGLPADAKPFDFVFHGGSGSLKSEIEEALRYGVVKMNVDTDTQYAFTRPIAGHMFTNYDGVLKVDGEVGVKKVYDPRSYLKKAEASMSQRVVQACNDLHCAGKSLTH
PrPC TRFRET – reduces human prion protein on the cell surface | P04156 | cell surface PrPC, TR-FRET read-out | inhibition, % at 13.8 µM | 370,000 compounds, 0.43% hits | AID 720596; in the data active means inhibition above about 24%; further: 0% = median of the test wells and 100% = reference compound wells
CCHFV vOTU inh – blocks the CCHF virus ovarian tumor domain protease; CCHFV vOTU protease, Pep-AMC fluorescence; inhibition, % at 11.5 µM; 370,000 compounds, 0.55% hits; further: 0% = vehicle wells with enzyme and 100% = no enzyme wells
Mtb UGM inh – inhibitors of M. tuberculosis UDP-galactopyranose mutase. inhibition, % at 10 µM. purified UGM, fluorescence polarization probe displacement. AID 504406. 320,000 compounds, 0.06% hits; in the data active means inhibition above about 10%, passing the limit was not always enough; inconclusive means no clear call, values can overlap the other calls
Target sequence (P9WIQ1 whole entry, looked up): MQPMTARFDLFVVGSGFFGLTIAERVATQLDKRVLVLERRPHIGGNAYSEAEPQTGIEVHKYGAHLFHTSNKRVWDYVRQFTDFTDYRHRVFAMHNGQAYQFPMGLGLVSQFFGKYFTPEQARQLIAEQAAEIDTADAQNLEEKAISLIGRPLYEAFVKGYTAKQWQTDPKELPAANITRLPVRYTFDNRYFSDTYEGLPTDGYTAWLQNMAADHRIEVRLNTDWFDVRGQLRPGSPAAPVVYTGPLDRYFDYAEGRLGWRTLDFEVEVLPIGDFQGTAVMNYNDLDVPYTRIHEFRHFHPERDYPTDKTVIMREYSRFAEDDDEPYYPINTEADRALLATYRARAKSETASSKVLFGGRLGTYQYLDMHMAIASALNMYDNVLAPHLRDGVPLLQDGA
Mtb BioA inh – inhibitors of Mycobacterium tuberculosis BioA enzyme | AID 602481 | purified M. tuberculosis BioA enzyme, plate reader | inhibition, % at 9.99 µM | 360,000 compounds, 0.096% hits; in the data active means inhibition above about 40%; inconclusive means no clear call, values can overlap the other calls
FadD28 FP inh – M. tuberculosis FadD28 bisubstrate binding inhibition; 360,000 compounds, 0.22% hits; FadD28 bisubstrate probe binding, fluorescence polarization; inhibition, % at 12.5 µM; in the data active means inhibition above about 8.5%, passing the limit was not always enough; inconclusive means no clear call, values can overlap the other calls
Starred values were filed as active, the others as inactive; ? = inconclusive; . = no result given; + = active, no number; & = joins results of further samples. Unless noted, no stated cut-off is given here; in the data, active means inhibition above about 30%; inactive means the rest. Outcome played no part in choosing rows; any-hit rate near 4.8%.

entry	SMILES	BoNT A protease	GDH-TPI inh	BoNT-F LC inh	FBA Mtb inh	PrPC TRFRET
1	COc1cc(/C=C2\C(=O)N(C)C(=S)N2C)ccc1O	0.2	3	-2	-10	2
2	COc1ccc([C@H]2CC(=O)C[C@@H](CCn3ccnn3)O2)cc1	-0.5	.	-2	.	-12
3	CN(C)c1ccc(C(=S)N2CCN(c3ccccc3)CC2)cc1	0.1	8	8	-5	7
4	Cc1cc(OCCCC(=O)Nc2cc(S(=O)(=O)N3CCOCC3)ccc2N2CCOCC2)ccc1Cl	0.3	0	3	2	-2
5	Fc1ccccc1COc1ccc2ccccc2c1CNc1nn[nH]n1	0.7	1	-1	3	8
6	Cc1cccc(Nc2nnc(SCc3cn4ccsc4n3)s2)c1	-0.8	13	-4	4	10
7	CCOP(=O)(OCC)C(NC(=O)c1ccccc1)=C(Cl)Cl	0.4	-2	-10	0	-6
8	COc1ccc(C2C(C(=O)N3CCN(c4ccccn4)CC3)CCC(=O)N2c2cc(OC)c(OC)c(OC)c2)cc1 (configuration not stated)	-1.5	4	-10	4	-1
9	O=C(CN1C(=O)NC2(CCCC2)C1=O)Nc1cc(S(=O)(=O)N2CCCCC2)ccc1Cl	-0.7	-6	-7	1	12
10	CN(C)S(=O)(=O)c1ccc(Cl)c(NC(=O)CN2CCN(Cc3ccc4c(c3)OCO4)CC2)c1	-1.2	2	-1	6	0
11	CC(Cc1ccccc1)N1Cc2ccccc2C1 (configuration not stated)	2.6	-9	-10	0	.
12	Cc1nc2c(C(=O)N3CCC4(CC3)OCCO4)cnn2c(C)c1Cc1cccc(Cl)c1	0.1	-6	-4	31*	0
13	CC(=O)NC(CCS(C)(=O)=O)C(=O)Nc1ccc(C)c(F)c1 (configuration not stated)	0.5	7	-3	-3	-1
14	O=C(CN1CCN(c2ncc(C(F)(F)F)cc2Cl)CC1)NCCNc1ncc(C(F)(F)F)cc1Cl	-0.5	-2	-7	1	-3
15	COc1ccc(Cl)cc1-c1nc(SCC(=O)N(C)CCC#N)n[nH]1	-0.4	-4	-5	-7	-1

entry	CCHFV vOTU inh	Mtb UGM inh	Mtb BioA inh	FadD28 FP inh
1	-12	-2.9	.	-4.2
2	11	.	.	.
3	11	0.4	-0.6	-4.1
4	9	.	-1.6	0.2
5	8	-0.5	-1.9	-4.2
6	5	0.7	11	-1.8
7	-21	-0.2	.	0.0
8	-13	3.2	0.9	-3.6
9	7	0.7	0.7	-0.9
10	-7	4.2	.	-0.6
11	.	3.3	-0.5	-2.0
12	-9	0.2	17	-5.2
13	-5	1.0	0.6	-1.2
14	16	1.5	-0.8	-1.6
15	-4	2.6	0.7	-3.8

Part of the list above, set out differently.
| cpd | SMILES | BoNT A protease | GDH-TPI inh | BoNT-F LC inh | FBA Mtb inh | PrPC TRFRET | CCHFV vOTU inh | Mtb UGM inh | Mtb BioA inh | FadD28 FP inh |
| --- | --- | --- | --- | --- | --- | --- | --- | --- | --- | --- |
| 9 | O=C(CN1C(=O)NC2(CCCC2)C1=O)Nc1cc(S(=O)(=O)N2CCCCC2)ccc1Cl | -0.7 | -6 | -7 | 1 | 12 | 7 | 0.7 | 0.7 | -0.9 |
| 2 | COc1ccc([C@H]2CC(=O)C[C@@H](CCn3ccnn3)O2)cc1 | -0.5 | . | -2 | . | -12 | 11 | . | . | . |
| 11 | CC(Cc1ccccc1)N1Cc2ccccc2C1 (configuration not stated) | 2.6 | -9 | -10 | 0 | . | . | 3.3 | -0.5 | -2.0 |
| 14 | O=C(CN1CCN(c2ncc(C(F)(F)F)cc2Cl)CC1)NCCNc1ncc(C(F)(F)F)cc1Cl | -0.5 | -2 | -7 | 1 | -3 | 16 | 1.5 | -0.8 | -1.6 |

Following part.
entry	SMILES	BoNT A protease	GDH-TPI inh	BoNT-F LC inh	FBA Mtb inh	PrPC TRFRET
16	COc1ccccc1/C=C(/CC(=O)NCc1ccc(F)cc1)c1nc2ccccc2s1	0.7	15	-8	0	7
17	Cc1ccc(S(=O)(=O)N2CCC(C(=O)NNC(=O)C3CC3)CC2)cc1Cl	-1.2	3	-1	0	5
18	O=C(Nc1ccc(Cl)c(Cl)c1)c1ccc2c(c1)OCO2	-2.5	20	9	0	4
19	N#Cc1cnn2c1nc(N1CCCCC1)c1ccccc12	.	10	.	4	3
20	O=C(CSc1nnc(-c2cccnc2)o1)Nc1ccccc1Br	-4.9	3	-2	-3	-4
21	COCCCn1c(C)csc1=Nc1cccnc1	0.6	13	-2	1	-4
22	NS(=O)(=O)c1ccc(CCNC(=O)C(=O)NCC2OCCN2C(=O)c2ccc3c(c2)OCO3)cc1 (configuration not stated)	0.1	9	-8	2	-1
23	COc1ccc([C@@H]2[C@@H]3C(=O)N(C(C)(C)C)C(=O)[C@@H]3[C@]3(Cc4ccccc4)C(=O)N(c4cccc(F)c4)C(=O)N23)cc1	0.1	5	-2	0	-6
24	CCOC(=O)N/N=C\c1ccc(OC/C=C/c2ccccc2)cc1	6.0	6	4	0	-6
25	CC(C)COc1ccc(C(=O)NNC(=O)c2ccc(=O)[nH]c2)cc1	-1.2	2	11	0	0
26	O=S(=O)(NCc1ccco1)c1ccc(Cl)nc1	0.2	7	-8	9	0
27	COc1cccc(OCC(=O)NNC(=O)c2ccc(-c3ccccc3)cc2)c1	0.4	3	0	-6	-5
28	COc1ccccc1CNC(=O)CN1C(=O)NC(C)(c2ccc(C)cc2)C1=O (configuration not stated)	-0.9	-2	4	1	7
29	COc1cc(/C=N/NC(=O)c2sc3nc(C)cc(C)c3c2N)ccc1O	-9.7	17	-54	10	-16
30	O=C(CN1CCN(c2ccc(Cl)cc2)CC1)NCc1ccccc1	0.5	4	-1	-3	-5

entry	CCHFV vOTU inh	Mtb UGM inh	Mtb BioA inh	FadD28 FP inh
16	22	2.0	.	-3.4
17	4	0.8	0.6	0.3
18	-3	-3.8	-3.2	-1.4
19	-1	1.2	0.8	-0.6
20	8	-1.6	-1.5	-3.5
21	-2	-3.1	.	-0.2
22	3	0.3	.	-1.9
23	3	-1.0	-0.6	-1.1
24	11	-2.3	-2.3	-0.4
25	1	-4.1	-1.4	-0.6
26	-9	0.6	-1.5	-3.4
27	8	0.8	-2.8	-2.0
28	-1	-2.1	-2.1	-1.5
29	1	0.8	-0.2	-3.1
30	-4	2.0	-0.9	-1.5

Later entries.
entry	SMILES	BoNT A protease	GDH-TPI inh	BoNT-F LC inh	FBA Mtb inh	PrPC TRFRET
31	CCOc1ccc(S(=O)(=O)N(C)c2ccc(OCC(=O)N3c4ccc(C)cc4C4CN(C)CCC43)cc2)cc1 (configuration not stated)	0.2	9	-2	-1	-6
32	OCCCNC(=S)Nc1ccc(Br)cc1Cl	-14	-2	?	0	3
33	COc1ccc2[nH]cc(C(=O)CN3CCCCC3)c2c1	0.2	15	5	0	0
34	O=C(c1cnc2sccn2c1=O)N1CCc2ccccc2C1	0.7	28	3	3	-3
35	CC1(C(=O)NS(=O)(=O)C2CC2)CCN(C(=O)COCc2ccccc2)C1 (configuration not stated)	-0.4	12	-5	0	-2
36	CCCNC(=O)Nc1cccc(NC(C)=O)c1	0.0	0	1	-2	-6
37	COc1ccc2oc(C(=O)Nc3cccc(S(=O)(=O)N4CCOCC4)c3)c(C)c2c1	-4.4	6	1	1	8
38	Cc1nonc1C1CCCN1C(=O)c1cc(COc2ccc(F)cc2F)on1 (configuration not stated)	-1.0	0	0	1	-2
39	CCN(CC)S(=O)(=O)c1ccc(N2CCOCC2)c(NC(=O)C2CSC3(C)CCC(=O)N23)c1 (configuration not stated)	1.8	7	0	3	-1
40	CC(=O)Nc1cccc(NC(=O)C2CC(=O)N(CCc3ccc(F)cc3)C2)c1 (configuration not stated)	-2.4	-2	0	-4	6
41	C[C@@H]1CN([C@H](C)CO)C(=O)CCCn2nncc2CO[C@@H]1CN(C)C(=O)Nc1ccc(N2CCN(C)CC2)cc1	-0.3	-1	-10	0	7
42	CCN(CC)S(=O)(=O)c1cc(C(=O)Nc2cc(S(=O)(=O)N3CCOCC3)ccc2N2CCN(C)CC2)ccc1C	-1.2	-1	-5	0	-2
43	CCC/C=N/NC(=O)c1cc(Br)ccc1O	-0.7	6	-8	7	-4
44	O=C(NCCCN1CCCC1=O)C(=O)Nc1cccc(F)c1	4.2	1	17	0	3
45	COc1ccc(OC)c(C2CC(c3ccccc3)=NN2C(=S)Nc2ccccc2)c1 (configuration not stated)	-0.3	-1	-4	-2	2

entry	CCHFV vOTU inh	Mtb UGM inh	Mtb BioA inh	FadD28 FP inh
31	16	-1.1	2.6	-4.2
32	1	-0.6	1.4	-2.4
33	-7	-0.3	0.0	-2.7
34	-2	-1.0	4.0	-2.0
35	-6	.	0.7	-1.2
36	-10	-0.6	-0.1	-0.9
37	0	.	-1.7	-4.3
38	5	1.0	.	-2.1
39	-4	-0.7	-0.1	0.9
40	4	-2.3	-1.6	0.5
41	4	.	-0.6&-0.9	-1.0
42	-2	.	2.5	-4.6
43	-20	-0.5	.	2.3
44	-12	0.3	-0.2	-1.5
45	-7	0.0	.	-3.0

Next results follow:
entry	SMILES	BoNT A protease	GDH-TPI inh	BoNT-F LC inh	FBA Mtb inh	PrPC TRFRET
46	CCOC(=O)CSc1nc(N(C)C)nc(N(C)C#N)n1	0.0	-2	-5	-1	8
47	COc1ccc(-c2sc(Nc3ccccc3)n[n+]2-c2ccc(F)cc2)cc1Br	-1.0	7	-11	3	-4
48	CCOCCCNc1nc2nc3ccc(C)cn3c(=O)c2cc1C(=O)NCC1CCCO1 (configuration not stated)	0.1	-8	-1	+	-50
49	COc1cccc(OC)c1NC(=O)c1ccc(-c2cc(Cl)ccc2Cl)o1	-0.5	3	-4	-1	1
50	O=C1C(Cl)=CC(=Nc2ccc(O)cc2)C=C1Cl	-2.5	3	-6	-2	-4
51	[O-][n+]1cccc(C(O)c2ccccc2)c1 (configuration not stated)	1.3	1	?	0	7
52	COc1ccc(-c2noc(CN(C(=O)c3c(-c4ccccc4Cl)noc3C)C(C)C)n2)cc1	0.9	10	26	1	-5
53	CCOC(=O)C1(S(=O)(=O)c2ccc(Cl)cc2)CCN(Cc2ccc(Cl)cc2)CC1	0.9	-5	-1	-1	9
54	C[C@@H]1CN([C@@H](C)CO)C(=O)c2cc(Br)cnc2O[C@H]1CN(C)C(=O)Nc1ccccc1	0.1	-2	2	0	4
55	Cc1ncc([N+](=O)[O-])n1CC(=O)Nc1ccccc1	-0.8	1	-5	-1	2

entry	CCHFV vOTU inh	Mtb UGM inh	Mtb BioA inh	FadD28 FP inh
46	0	-1.1	1.8	-5.4
47	6	-1.7	5.0	-0.2
48	-293	-3.2	.	-4.4
49	3	.	1.3	-4.4
50	9	3.5	-1.1	.
51	-8	2.7	0.3	-2.9
52	12	1.5	0.1	-1.1
53	10	1.1	-0.5	-4.2
54	0	.	3.6&4.4&7.4	-2.8
55	5	1.5	.	-0.3
